Assay outcomes from PubChem.
HCMV inh – qHTS Assay for inhibitors of the human cytomegalovirus (HCMV). activity change, negative = inhibition, % at 57.5 µM. AID 1259415, 2018. HFF cells, HCMV-luciferase reporter, 72 h; active compounds read low. hit rate 4.5% among 410,000; in the data active = activity change below about -60%; inconclusive = no clear call, values can overlap the other calls; inactive = above about -39%
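Cell-based, HFFs, 1000 cells/well, 16 h 37C; cpds in DMSO + HCMV-luc, MOI 1 PFU/cell; 72 h 37C; OneGlo luminescence after 5 min RT; norm. to buffer vs Salinomycin 10uM.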
Sm TGR inh – qHTS Assay for the Inhibitors of Schistosoma Mansoni Peroxiredoxins | Potency, µM (top dose mostly 114 µM), without a hit: at the top dose activity change, negative = inhibition, hits mostly inhibitors | Schistosoma mansoni thioredoxin glutathione reductase (TGR), Q962Y6 | hit rate 3% among 360,000 | AID 485364, 2010 | purified TGR, DTNB reduction, TNB absorbance 405 nm; also: potency is read from the fitted curve at half-maximal effect; nearly all actives have a fitted effect of over 60% in size
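TGR 20 nM + NADPH 100 uM (dispensed conc.), cpd preinc 15 min RT; start with NADPH (500 uM addition) then DTNB (15 mM addition). Kinetic TNB absorbance, 405 nm filter. Four-parameter Hill fit across titration.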
AmpC inh no detg – qHTS Inhibitors of AmpC Beta-Lactamase (assay without detergent) | P00811 | Potency, µM (highest dose often 57.1 µM), for inactives: top-dose activity change, negative = inhibition, usual class: inhibitors | AID 485341, 2010 | AmpC nitrocefin hydrolysis, absorbance 480 nm, 0.0001% Triton | hit rate 0.52% among 330,000;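 also: potency is read from the fitted curve at half-maximal effect; plate controls were no compound for no effect and no enzyme for full effect; nearly all actives have a fitted effect of over 20% in size; some results filed as inactive show a strong effect at the top dose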
Target sequence (P00811 whole entry, looked up): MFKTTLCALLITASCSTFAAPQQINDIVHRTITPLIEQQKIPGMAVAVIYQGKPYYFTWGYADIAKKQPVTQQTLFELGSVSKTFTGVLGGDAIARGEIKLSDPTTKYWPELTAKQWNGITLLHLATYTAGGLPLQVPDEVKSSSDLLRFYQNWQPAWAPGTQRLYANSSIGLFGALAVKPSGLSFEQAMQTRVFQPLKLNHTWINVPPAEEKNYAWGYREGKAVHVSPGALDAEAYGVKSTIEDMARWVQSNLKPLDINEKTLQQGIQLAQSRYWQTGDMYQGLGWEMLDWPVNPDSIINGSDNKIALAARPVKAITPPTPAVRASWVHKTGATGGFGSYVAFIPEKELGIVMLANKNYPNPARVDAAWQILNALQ
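AmpC (5.3 nM in the dispensed reagent) in 20 mM phosphate pH 7.0 with 0.01% (detergent screen) or 0.0001% Triton X-100 was preincubated with compounds for 15 min at room temperature. Nitrocefin was then added from an 800 uM solution, and hydrolysis was followed at 480 nm.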
Giardia FBPA inh – qHTS Assay for Inhibitors of Fructose-1,6-bisphosphate Aldolase from Giardia Lamblia. purified Giardia FBPA. AID 2451, 2010. A8B2U2. Potency, µM (highest dose often 59.6 µM), for inactives: at the highest dose activity, negative = inhibition, usual class: inhibitors. hit rate 0.71% among 290,000; also: potency is read from the fitted curve at half-maximal effect; nearly all actives have a fitted effect of over 55% in size
Target sequence (A8B2U2 whole entry, looked up): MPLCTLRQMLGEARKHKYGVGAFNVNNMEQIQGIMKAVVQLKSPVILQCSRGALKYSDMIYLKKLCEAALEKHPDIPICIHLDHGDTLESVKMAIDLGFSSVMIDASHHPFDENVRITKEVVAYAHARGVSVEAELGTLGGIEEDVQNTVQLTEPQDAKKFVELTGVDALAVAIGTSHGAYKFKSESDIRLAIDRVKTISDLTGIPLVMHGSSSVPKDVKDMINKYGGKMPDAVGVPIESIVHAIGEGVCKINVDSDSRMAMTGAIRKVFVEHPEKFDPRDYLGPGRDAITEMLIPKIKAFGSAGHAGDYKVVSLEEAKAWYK
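40 nM FBPA preincubated 10 min at RT with compound (up to 57.5 uM final), then substrate plus GAPDH/TPI/NAD/arsenate coupling and diaphorase/resazurin added. Fluorescence read after 20 min at RT, 525/598 nm.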
HCV inhibitor – qHTS Assay for Inhibitors of Hepatitis C Virus (HCV); Huh7.5.1 HCVcc-Cre infection, luciferase reporter, 44 h; Potency, µM (highest dose often 41.8 µM), without a hit: at the highest dose activity change, negative = inhibition, hits mostly inhibitors; hit rate 3.4% among 340,000; also: potency is read from the fitted curve at half-maximal effect
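Seed cells (1,000/well) for 4 h; treat with compound and infect with HCVcc-Cre, moi about 0.5. Incubate 44 h, then detect luciferase activity.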
AmpC inh detg – qHTS Inhibitors of AmpC Beta-Lactamase (assay with detergent). AmpC hydrolysis of nitrocefin, absorbance 480 nm, 0.01% Triton. Potency, µM (titrated, usually from 114 µM), for the others: at the top dose activity change, negative = inhibition, most hits filed as inhibitors. hit rate 0.041% among 370,000;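 also: potency is read from the fitted curve at half-maximal effect; 0% = no-compound wells and -100% = no-enzyme wells; nearly all actives have a fitted effect of over 25% in size; some results filed as inactive show a strong effect at the top dose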
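AmpC (5.3 nM in the dispensed reagent) in 20 mM phosphate pH 7.0 with 0.01% (detergent screen) or 0.0001% Triton X-100 was preincubated with compounds for 15 min at room temperature. Nitrocefin was then added from an 800 uM solution, and hydrolysis was followed at 480 nm.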
* = called active by the depositor; ? = inconclusive; . = no result given; [ ] = remark or other dose. Unless noted, calls follow the shape of the dose curve; as a rule, active = well fitted curve in the direction sought with a large enough effect; inconclusive = small, poorly fitted or top-dose-only effect, or another doubt; inactive = no such curve, though single readings can be large; an effect the other way counts as inactive or inconclusive. Unless noted, % is scaled to controls: 0 for no effect and ±100 for the full control effect.

1	C=CCSc1n[nH]c(-c2cccs2)n1
2	CSc1cccc2sc(NC(=O)C3=COCCO3)nc12
3	COc1ccc(CCNC(=O)c2cc3sccc3n2C)cc1OC
4	COc1cc(Cl)c(C)cc1NC(=O)CCc1nc2cccnc2n1Cc1cccs1
5	O=C(CSc1nnnn1-c1ccccc1)Nc1nsc(-c2ccc(Cl)cc2)n1

entry no.	1	2	3	4	5
HCMV inh	22	-3	-11	11	10
Sm TGR inh	3%	3%	-3%	-18%	-4%
AmpC inh no detg	-16%	-19%	14%	.	-27%
Giardia FBPA inh	13µM*	.	-4%	.	5%
HCV inhibitor	-6%	-17%	.	.	?
AmpC inh detg	?	?	-13%	2%	-3%

6	CCN(CC)C(=O)c1sc2c(c1C)c(=O)n(-c1ccccc1)c(=O)n2CC(=O)N(CC)c1cccc(C)c1
7	CC1CN(c2oc(-c3cccs3)nc2C#N)CC(C)O1 (configuration not stated)
8	COc1ccc(OCc2cc(C(=O)N3CCC(OC)CC3)no2)c2ccccc12
9	Cc1ccc(C)c(S(=O)(=O)Nc2cc(C)on2)c1
10	Cc1cc(Cl)ccc1NC(=O)CCC(=O)N/N=C/c1cccnc1

entry no.	6	7	8	9	10
HCMV inh	11	44	91	?	-68*
Sm TGR inh	7%	0%	-28%	5%	?
AmpC inh no detg	.	-11%	120%[activator]	-12%	2%
Giardia FBPA inh	.	2%	.	.	.
HCV inhibitor	.	-9%	-7%	12%	7%
AmpC inh detg	1%	-1%	4%	4%	2%

11	O=C(CNC(=O)Cc1ccccc1)NCC(=O)OCc1ccccc1
12	COC(=O)c1sccc1S(=O)(=O)N(CC(=O)Nc1cccc(C)c1C)c1ccc(C)c(C)c1
13	Cc1ccc(SCc2cc(=O)n(C)[nH]2)cc1
14	COc1ccc(/C=C/C(=O)NC(=S)Nc2cc3oc4ccccc4c3cc2OC)cc1
15	CC1Cc2ccccc2N1S(=O)(=O)c1cnc(Cl)c(Br)c1 (configuration not stated)

entry no.	11	12	13	14	15
HCMV inh	-13	3	2	-32	32
Sm TGR inh	-6%	3%	9%	-1%	7.9µM*
AmpC inh no detg	2%	.	20%	-16%	-10%
Giardia FBPA inh	-1%	.	-6%	5%	1%
HCV inhibitor	-2%	.	18%	8%	?
AmpC inh detg	1%	21%	-3%	?	1%

16	Fc1ccc(NC(=S)N2CCc3[nH]c4ccccc4c3C2)cc1
17	CC(=O)Cc1nsc(NC(=O)c2cccc(F)c2)n1
18	Cc1ccc(C(=O)NNC2=Nc3cc([N+](=O)[O-])ccc3OC2)cc1
19	CC(=O)NC1C(=O)N=C(SCC(=O)Nc2ccc(C(F)(F)F)cc2Cl)NC1=O (configuration not stated)
20	COC(=O)Cn1c(CN2CCOCC2)nc2c1c(=O)n(C)c(=O)n2C

entry no.	16	17	18	19	20
HCMV inh	30	32	-27	16	14
Sm TGR inh	0%	-20%	18%	-15%	0%
AmpC inh no detg	-27%	-20%	-15%	-27%	-15%
Giardia FBPA inh	-8%	-10%	8%	-4%	-7%
HCV inhibitor	?	4%	10%	?	27%
AmpC inh detg	-4%	-4%	-4%	3%	-10%

21	COC(=O)C(O)(CC(=O)c1ccc(OC)cc1)C(F)(F)F (configuration not stated)
22	O=C(COC(=O)C1C2CC3OC(=O)C1C3C2)Nc1cccc(Cl)c1 (configuration not stated)
23	COc1ccc(OCc2nnc(SCC(=O)N3CCOCC3)o2)cc1
24	COc1cc(S(=O)(=O)Nc2ccncc2)ccc1F
25	O=C(CSc1nnc(-c2ccncc2)o1)Nc1ccccc1Cl

entry no.	21	22	23	24	25
HCMV inh	64	-15	-17	-38	25
Sm TGR inh	4%	4%	.	0%	-9%
AmpC inh no detg	-7%	-6%	-7%	-8%	-6%
Giardia FBPA inh	7%	10%	6%	5%	1%
HCV inhibitor	-22%	15%	17%	1%	9%
AmpC inh detg	-14%	-2%	-11%	-5%	-2%

26	O=C(CC1C(=O)NCCN1C(=O)c1ccccc1)Nc1cc(Cl)ccc1Cl (configuration not stated)
27	CCC(C#N)(CC)P(=S)(c1ccccc1)c1ccccc1
28	O=C(/C=C/c1ccc(Br)cc1)NC1CCCCCC1
29	Cc1ccc(NC(=S)N2CCCC(c3nc4ccc(C)cc4[nH]3)C2)c(C)c1 (configuration not stated)
30	O=C(O)CCNc1ccc(Cl)cc1

entry no.	26	27	28	29	30
HCMV inh	22	-73*	-27	-15	5
Sm TGR inh	-8%	0%	3%	2%	-4%
AmpC inh no detg	0%	-25%	-41%	36%	-13%
Giardia FBPA inh	.	7%	0%	-5%	1%
HCV inhibitor	.	1%	2%	10µM*	18%
AmpC inh detg	?	-11%	-3%	-18%	-4%

31	CN(C)C(=S)N=Nc1[nH]c2ccccc2c1O
32	CCOC(=O)c1c(-c2ccc(C)o2)csc1NC(=O)CN1CCC(C(N)=O)CC1
33	Cc1ccccc1NC(=O)Nc1nnc(N2CCCCCC2)s1
34	Cc1cc(OCC(=O)N(C)Cc2ccccc2)ccc1Cl
35	O=C1/C(=C\c2ccccc2)CCc2c1[nH]c1ccccc21

entry no.	31	32	33	34	35
HCMV inh	-33	-3	36	7	-7
Sm TGR inh	?	14µM*	3%	-9%	3%
AmpC inh no detg	-25%	155%[activator]	.	8%	-25%
Giardia FBPA inh	-13%	-25%	.	-2%	-12%
HCV inhibitor	?	4.5µM*	.	3%	?
AmpC inh detg	-11%	1%	17%	-20%	1%

36	CCc1ccccc1NC(=O)N1CCC(NC(=O)C(Cc2ccccc2)NC(C)=O)CC1 (configuration not stated)
37	COc1ccccc1N(CC(=O)Nc1ccc(C(F)(F)F)cc1)S(C)(=O)=O
38	Cc1ccc(NC(=O)COc2cccc3ccccc23)c(O)c1
39	O=C(CSc1n[nH]c(=O)[nH]c1=O)Nc1cccc(S(=O)(=O)N2CCOCC2)c1
40	CCOC(=O)c1c(C)nn(-c2ccc(NC(=O)/C=C/C(=O)O)cc2)c1C

entry no.	36	37	38	39	40
HCMV inh	12	-12	-12	-4	?
Sm TGR inh	-8%	14%	-3%	-11%	50µM*
AmpC inh no detg	1%	42%	-44%	-16%	-48%
Giardia FBPA inh	3%	-1%	.	7%	8%
HCV inhibitor	-5%	-2%	?	16%	23%
AmpC inh detg	-3%	-1%	-10%	3%	-6%

41	Nc1nnc(/C=C/c2cccc([N+](=O)[O-])c2)s1
42	CNS(=O)(=O)c1cn(CC(=O)N2CCN(c3ccccc3F)CC2)cc1S(=O)(=O)NC
43	Cc1cc2c(c(Sc3ccccc3)n1)C(=O)OC2
44	CC(C)(C)C1CCC(=NOC(=O)c2ccc(F)cc2)CC1 (configuration not stated)
45	N#C/C(=C\c1ccc(F)cc1)c1nc(-c2ccco2)cs1

entry no.	41	42	43	44	45
HCMV inh	-22	0	21	-17	7
Sm TGR inh	-2%	0%	9%	1%	2%
AmpC inh no detg	-19%	.	-12%	-20%	-26%
Giardia FBPA inh	13%	.	4%	0%	-3%
HCV inhibitor	14%	.	?	12%	?
AmpC inh detg	0%	29%	-16%	?	-5%

46	COc1ccc(Nc2cc(C)c3cc([N+](=O)[O-])ccc3n2)cc1
47	Cc1sc2ncnc(Sc3ccccc3C(=O)Nc3ccccc3Cl)c2c1C
48	O=C(Nc1cc2c(cc1Cl)OCCO2)c1ccco1
49	O=C(O)C(c1ccccc1)N1C(=O)c2cccc3cccc(c23)C1=O (configuration not stated)
50	Nc1ncc(Br)cc1S(=O)(=O)NCCC(=O)NCCc1ccccc1

entry no.	46	47	48	49	50
HCMV inh	-39	-37	-6	16	-21
Sm TGR inh	4%	-14%	3%	-19%	-27%
AmpC inh no detg	-16%	-20%	-11%	-19%	-10%
Giardia FBPA inh	-4%	2%	-2%	9%	.
HCV inhibitor	?	-16%	-1%	9%	12%
AmpC inh detg	-6%	-1%	-5%	4%	2%

51	Cc1noc(C)c1/C=N/Nc1ccccn1
52	Cc1oc2nc(SCC(=O)NCc3cccnc3)nc(N)c2c1C
53	COc1cccc(/C=C2\SC(=O)NC2=O)c1OCc1ccc(C(=O)O)cc1
54	O=C1NCCn2nc3ccccc3c21
55	CCOC(=O)c1ccc2c(c1)C(=O)N(C1CCCCC1)C2=O

entry no.	51	52	53	54	55
HCMV inh	65	-19	53	5	-4
Sm TGR inh	2%	3%	.	-16%	1%
AmpC inh no detg	-10%	-6%	-14%	-10%	-14%
Giardia FBPA inh	3%	13%	30%	.	7%
HCV inhibitor	-6%	22%	3%	0%	-13%
AmpC inh detg	-5%	0%	1%	-2%	-6%

Gathered by group: the entries above with a COOH group
30	O=C(O)CCNc1ccc(Cl)cc1
40	CCOC(=O)c1c(C)nn(-c2ccc(NC(=O)/C=C/C(=O)O)cc2)c1C
49	O=C(O)C(c1ccccc1)N1C(=O)c2cccc3cccc(c23)C1=O (configuration not stated)
53	COc1cccc(/C=C2\SC(=O)NC2=O)c1OCc1ccc(C(=O)O)cc1

entry no.	30	40	49	53
HCMV inh	5	?	16	53
Sm TGR inh	-4%	50µM*	-19%	.
AmpC inh no detg	-13%	-48%	-19%	-14%
Giardia FBPA inh	1%	8%	9%	30%
HCV inhibitor	18%	23%	9%	3%
AmpC inh detg	-4%	-6%	4%	1%

(continued)
56	COc1ccc(-c2[nH]ncc2CN2CCC(OCc3cccnc3)CC2)c(F)c1
57	Cc1ccccc1C(=O)Nc1ccccc1-n1cccc1
58	CC(=O)c1cccc(NC(=S)NC(=O)c2ccc(Cl)cc2)c1
59	Cc1cccc(NC(=O)/C=C/c2ccc3c(c2)OCO3)n1
60	COCCn1c(=NC(=O)CCS(=O)(=O)c2ccccc2)sc2c(OC)ccc(OC)c21

entry no.	56	57	58	59	60
HCMV inh	-8	13	23	37	1
Sm TGR inh	1%	-11%	-20%	-12%	?
AmpC inh no detg	-7%	-59%	-26%	-43%	-5%
Giardia FBPA inh	0%	2%	-27%	-3%	.
HCV inhibitor	7%	23%	-22%	-9%	-9%
AmpC inh detg	-6%	-5%	-7%	?	-13%

61	COc1ccc(NC(=O)CN(C)C(=O)C23CC4CC(CC(C4)C2)C3)cc1
62	COc1ccc(C)cc1NC(=O)CC1COc2ccccc2O1 (configuration not stated)
63	CC(NC(=O)COC(=O)c1nc(Cl)ccc1Cl)c1ccccc1 (configuration not stated)
64	CC(NC(=O)c1ccc(Br)cc1)c1ccccc1 (configuration not stated)
65	O=C(Nc1ccccc1Cl)C1CCCN(S(=O)(=O)c2ccc(-n3cnnn3)cc2)C1 (configuration not stated)
66	CCc1ccc(OC(=O)CSc2nnc(-c3ccc4c(c3)OCO4)o2)cc1
67	CCCOc1ccc(-c2nn(-c3ccccc3)cc2/C=C2\SC(N)=NC2=O)cc1C
68	O=S(=O)(NCCSc1ccccc1)c1ccc(F)cc1

entry no.	61	62	63	64	65	66	67	68
HCMV inh	-36	-61*	-22	-13	-12	14	9	0
Sm TGR inh	-11%	5%	.	-9%	1%	-1%	-19%	8%
AmpC inh no detg	4%	-24%	-43%	-15%	-8%	.	-19%	-9%
Giardia FBPA inh	-13%	-2%	.	-5%	5%	.	6%	-14%
HCV inhibitor	26%	-8%	7%	12%	-4%	.	?	4%
AmpC inh detg	0%	1%	.	-1%	-1%	29%	-2%	2%
